# Pf growth 48h = P. falciparum growth inhibition at 48 hours (one generation) | 310,000 tested, 5.9% active | Potency, µM (series often up to 28.7 µM), for the others: top-dose activity change, negative = inhibition, hits mostly inhibitors | P. falciparum luciferase growth in erythrocytes, 48 h
#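 Compounds are pin-transferred into medium, infected erythrocytes (2% hematocrit, 0.1% parasitemia final) are added, and plates sit one parasite generation at 37 C in 5% CO2. Detection reagent is then added and luminescence measured.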
# Sm TGR block = inhibitors of Schistosoma mansoni thioredoxin glutathione reductase; Q962Y6; purified TGR, DTNB reduction, TNB absorbance 405 nm; Potency, µM (series often up to 114 µM), for the others: at the highest dose activity change, negative = inhibition, actives largely listed as inhibitors; 360,000 tested, 3% active; also: nearly all actives have a fitted effect of over 60% in size
#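 First, TGR (20 nM dispensed) and NADPH were mixed with compound. Second, a 15 min room-temperature incubation followed. Third, further NADPH and then DTNB were added to start the reaction. Finally, TNB absorbance was monitored kinetically.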
# Pf growth 96h = P. falciparum growth inhibition at 96 hour, primary screen for plastid delayed-death inhibitors | P. falciparum luciferase reporter growth, 96 h | Potency, µM (doses to about 28.7 µM), for the others: at the highest dose activity change, negative = inhibition, hits mostly inhibitors | 320,000 tested, 6.9% active | AID 504834
#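 P. falciparum expressing integrated firefly luciferase grown in erythrocytes (2% hematocrit, 0.05% parasitemia final) with compounds for 96 hours at 37 C, 5% CO2. Growth inhibition read as loss of luminescence after adding luciferase detection reagent.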
# TbPYK inhibitor = blocks Trypanosoma brucei pyruvate kinase | 410,000 tested, 0.12% active | Potency, µM (top dose mostly 76.8 µM), inactives show top-dose activity, negative = inhibition, actives largely listed as inhibitors | TbPYK enzyme, Kinase-Glo Plus ATP luminescence, 45 min | Q57TT1 | AID 624173; also: nearly all actives have a fitted effect of over 50% in size
#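 Luminescence from Kinase-Glo Plus, added after a 45-minute room-temperature reaction, served as the end-point read-out. The enzyme and substrate were preincubated with compound before ADP (130 uM final) initiated turnover. Concentration-effect curves came from normalized qHTS data.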
# LmPK inhibitor = inhibitors of Leishmania mexicana pyruvate kinase | purified LmPK, Kinase-Glo ATP luminescence, 1 h | Potency, µM (series often up to 57.5 µM), for inactives: at the highest dose activity change, negative = inhibition, usual class: inhibitors | 290,000 tested, 0.37% active
# Target sequence (Q27686 whole entry, looked up): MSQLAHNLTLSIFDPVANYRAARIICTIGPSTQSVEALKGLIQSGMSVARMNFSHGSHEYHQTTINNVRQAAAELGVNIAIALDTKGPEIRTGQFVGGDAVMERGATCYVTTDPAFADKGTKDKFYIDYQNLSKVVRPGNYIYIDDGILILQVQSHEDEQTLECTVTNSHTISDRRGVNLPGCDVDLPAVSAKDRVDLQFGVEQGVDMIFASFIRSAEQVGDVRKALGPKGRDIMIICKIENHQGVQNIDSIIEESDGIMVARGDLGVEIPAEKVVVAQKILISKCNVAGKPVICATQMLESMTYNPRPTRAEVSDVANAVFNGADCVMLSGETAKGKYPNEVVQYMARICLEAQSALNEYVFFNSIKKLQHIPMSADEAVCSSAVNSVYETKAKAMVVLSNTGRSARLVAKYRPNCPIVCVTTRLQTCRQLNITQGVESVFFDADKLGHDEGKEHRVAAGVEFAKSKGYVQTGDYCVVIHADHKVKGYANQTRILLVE
#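 In 50 mM imidazole pH 7.2 with 7 mM MgCl2, LmPK (0.1 nM) turned over PEP (0.5 mM) and ADP (0.1 mM) for 1 h at room temperature. Luciferase read-out of ATP.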
# HCV inh = blocks hepatitis C virus. 340,000 tested, 3.4% active. Huh7.5.1 HCVcc-Cre infection, luciferase reporter, 44 h. Potency, µM (titrated, usually from 41.8 µM), without a hit: at the top dose activity change, negative = inhibition, hits mostly inhibitors
#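 A cell-based infection assay in which seeded cells (1,000 per well) receive test compound after 4 h, are inoculated with HCVcc-Cre at approximately 0.5 moi, and are incubated 44 h before luminescence detection.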
# Numbers without * were called inactive; ? = inconclusive; / = not tested or not shown; & = joins results of further samples; [ ] = another dose, or the depositor's remark. Calls follow the shape of the dose curve; as a rule, active = well fitted curve in the direction sought with a large enough effect; inconclusive = small, poorly fitted or top-dose-only effect, or another doubt; inactive = no such curve, though single readings can be large; an effect the other way counts as inactive or inconclusive. % is scaled to controls: 0 for no effect and ±100 for the full control effect; potency is read from the fitted curve at half-maximal effect.
SMILES,Pf growth 48h,Sm TGR block,Pf growth 96h,TbPYK inhibitor,LmPK inhibitor,HCV inh
CCOc1ccc(CNS(=O)(=O)c2cc(CN3C(=O)c4cccnc4C3=O)ccc2OC)cc1,11%,1%,?,9%,1%,11%
CCCc1nn2c(=O)cc(CSCC(=O)Nc3cccc(OC)c3)nc2s1,-7%,-18%,38%[activator],4%,7%,23%
CC(=O)Nc1ccc(NCC(O)COc2ccccc2)cc1 (centres undefined),6%,1%,?,-13%,-2%,-8%
CC(=O)NC1C2CN3CCN(C2)CC1(Cc1ccccc1)C3 (centres undefined),-8%,5%,-15%,-2%,2%,22%
CCOC(=O)N1CCN(C(=O)COc2ccc(Cl)c(C)c2)CC1,24%,-7%,152%[activator],-8%,-3%,6%
COc1ccc(/C(C)=N/NC(=O)CNC(=O)c2ccncc2)cc1,61%[activator],-7%,-21%,1%,2%,13%
CC1(C)Cc2nc3sc4c(SCC(=O)O)ncnc4c3cc2CO1,0.83µM*,-16%,?,-13%,-18%,-11%
COc1ccc(CNCc2ccncc2)c(OC)c1,?,2%,-17%,-3%,-5%,2%
CC(C)c1ccc(CN2CCN(C(=O)CCl)CC2)cc1,?,?,?,0%,-1%,11µM*
O=C(CCCOc1ccccc1)N1CCN(S(=O)(=O)c2ccccc2)CC1,-24%,5%,-7%,-5%,/,15%
NNC(=S)NCCc1ccccc1,-6%,6%,?,-4%,-4%,-17%
O=C(CCl)Nc1cc(S(=O)(=O)N2CCOCC2)ccc1N1CCOCC1,-5%,-15%,-5%,-9%,3%,6%
Cc1ccc(C(=O)NC2CC3CCC(C2)N3)cc1 (centres undefined),6%,-2%,-20%,-3%,-1%,7%
CC1CCCN(S(=O)(=O)c2ccc3c(c2)CCN3C(=O)C2CCC2)C1 (centres undefined),3%,8%,212%[activator],-9%,-6%,7%
Cc1ccc(S(=O)(=O)N2CCCCC2)cc1NC(=O)c1cc2ccccc2o1,?,1%,?,-18%,/,22µM*
CS(=O)(=O)N(CC(=O)N1CCN(c2ccccc2)CC1)c1cccc(Br)c1,-14%,-1%,4%,10%,-1%,-2%
CCNC(=S)N1CCN(S(=O)(=O)c2ccc(C)cc2)CC1,18%,16%,-12%,0%,8%,0%
CC(=O)Nc1ccc(Sc2ncnc3scc(-c4ccccc4)c23)cc1,-12%,2%,?,-2%,4%,4%
Cc1sc2ncnc(NCCc3ccc(S(N)(=O)=O)cc3)c2c1C,/,4%,?,2%,0%,1µM*
CCOC(=O)C1CCN(C(=O)c2cccc(NS(=O)(=O)c3ccc(Br)cc3)c2)CC1,1%,-2%,?,7%,/,15%
CCOC(=O)Cn1c(=O)n(C2CCCC2)c(=O)c2ccccc21,?,11%,?,-4%,5%,-5%
CC(C)OC(=O)c1ccc(NC(=O)c2ccco2)cc1,-25%,-3%,/,-18%,0%,?
CN(Cc1cccc(Cl)c1Cl)C(=O)c1ccc(NC(=O)CC#N)cc1,-27%,-7%,15µM*,-1%,1%,-9%
CC(NC(=O)CC(O)(C(F)(F)F)C(F)(F)F)c1ccccc1 (centres undefined),?,-7%,/,4%,3%,9%
N=c1c(S(=O)(=O)c2ccc(Br)cc2)cc2c(=O)n3ccccc3nc2n1Cc1ccco1,0%,-29%,-8%,-3%,2%,-10%
O=C(NNC(=O)C1CCC1)c1ccc(Cl)cc1,28%,-20%,15%,1%,-2%,1%
COc1cc(/C=N/NC(=O)c2cc(-c3ccc4c(c3)OCO4)n[nH]2)ccc1O,40%,-8%,?,-6%,3%,-14%
Cc1nn(-c2ccccc2)c(C)c1C(=O)OCC(=O)Nc1cccc(S(N)(=O)=O)c1,?,5%,?,-1%,/,?
CN(C)CCN(C(=O)c1ccc2c(c1)OCCO2)c1nc2cc3c(cc2s1)OCO3,-2%,-1%,5%,0%,5%,4%
O=C(NC1CCN(C(=O)Nc2cccc(F)c2)CC1)C1CCCCC1,-4%,-13%,12µM*,-4%,0%,0%
COc1ccccc1/C=C/C(=O)OCCN1CCOCC1,20%,7%,32%[activator],-11%,-4%,9%
COCCn1c(=O)[nH]c2cc(C(=O)NCCN3CCN(c4ccc(OC)cc4)CC3)ccc2c1=O,?,-17%,/,0%,-1%,?
O=C(CSc1ccsc1[N+](=O)[O-])NCc1ccco1,12µM*,-33%,?,-16%,2%,10%
CC1CCCCC1NC(=S)Nc1ccc(Cl)cc1Cl (centres undefined),?,-4%,0%,-7%,-4%,-27%
CCN1CCCC1CNC(=O)CCc1nnc(CCC2CCCCC2)o1 (centres undefined),-6%,/,14%,-4%,1%,4%
CCOC(=O)c1cnc(-c2ccccc2)nc1Oc1ccc(OC)cc1,8.3µM*,-8%,5.2µM*,-1%,-1%,-10%
COc1ccc(-c2nn(C)c(=O)c3ccccc23)cc1NC(=O)Cn1nc(-c2ccccc2)c2ccccc2c1=O,?,0%,?,3%,0%,-21%
Cc1ccc(C)c(NC(=O)CCN2CCC(C)CC2)c1,10%,?,5.2µM*,-3%,-2%,3%
CCOC(=O)c1csc(NC(=O)c2ccc(N3C(=O)CCC3=O)cc2)n1,-15%,-8%,15%,6%,1%,-10%
C[N+]1(CC2COC(c3ccco3)O2)CCCCC1 (centres undefined),-8%,-4%,23%,-19%,0%,11%
COC(=O)c1cc(NC(=O)/C=C/c2ccccc2)ccc1O,130%[activator],17%,35%[activator],/,2%,/
NC(=O)N1CCc2ccccc21,20%,-14%,17%,3%,1%,12%
Cc1ccccc1NC(=O)CSc1nnc(-c2ccco2)n1N,15%,-9%,5%,-18%,/,11%
Cc1cc(/C=C\c2ccccc2)nc2ccccc12,30%[activator],0%,2%,2%,0%,-12%
Cc1ccc(-c2noc(CCCOc3ccc(Cl)cc3Cl)n2)cc1,/,26%,-19%,-11%,0%,1%
O=C(c1ccc(F)cc1)c1cn(Cc2ccc(F)cc2)c2cc3c(cc2c1=O)OCCO3,-19%,-3%,?,-4%,1%,-13%[8.37 µM]
O=C(Nc1nnc(C2=COCCO2)o1)c1ccc(S(=O)(=O)N2CCCCC2)cc1,-15%,9%,-11%,9%,2%[11.5 µM],22%
O=C1CN(C(=O)COC(=O)C2=COCCO2)c2ccccc2N1,7%,0%,0%,1%,-2%,15%
Cc1ccnc(SCc2cc(=O)c(OC(=O)c3ccc(Br)o3)co2)n1,21%,?,-18%,-1%,-1%,37%[activator]
CC(=O)NC12CC3CC(C1)CC(C(=O)OCC(=O)c1ccc4c(c1)OCCO4)(C3)C2,/,?,-15%,-13%,1%,-16%
Cc1csc(SCC(=O)Nc2nc3ccccc3s2)n1,69%[activator],-14%,/,-4%,-2%,?
CCOC(=O)c1sc(NC(=O)CSc2nnnn2-c2ccc(C)c(C)c2)nc1C,24%,8%,2.3µM*,-4%,3%,16%
CCC(CC)C(=O)Nc1nnc(SCC(=O)NC(C)(C)C)s1,-7%,-2%,29%,5%,-1%,24%
COC(=O)CN1C(=O)C(O)(CC(=O)c2ccc(C)o2)c2ccccc21 (centres undefined),-15%,-34%,/,7%,1%,9%
CCC(CC)C(=O)c1c[nH]c(C(=O)NCCOC)c1,-4%,/,40%,5%,8%,12%
NC(=O)c1c(NC(=O)c2ccc(F)cc2)sc2c1CCC2,131%[activator],?,6%,0%,-1%,?
O=C(c1sccc1-n1cccc1)N1CCCC1,/,1%,-19%,3%,3%,7%
O=C(CN1C(=O)COc2ccccc21)N(Cc1cccnc1)Cc1ccccc1F,?,3%,10%[5.75 µM],1%,0%,15%&1%
N=C1S/C(=C\c2cn[nH]c2-c2ccc(F)cc2)C(=O)N1c1ccccc1F,41%[activator],-8%,?,1%,3%,?
Cn1cccc1Cc1nnc(SCC(=O)NC2CCCC2)n1-c1ccc(F)cc1,/,?,3%,-8%,12%,5%
# Additional results follow.
SMILES,Pf growth 48h,Sm TGR block,Pf growth 96h,TbPYK inhibitor,LmPK inhibitor,HCV inh
O=C(N/N=C/c1sc(=O)n(-c2ccccc2)c1Cl)c1ccncc1,?,?,?,-7%,2%,?
Cc1cc2[nH]c(=O)c(=O)[nH]c2cc1S(=O)(=O)NC1CCC(C)CC1 (centres undefined),?,-15%,0%,-1%,-2%,19%
Cc1ccc2nc(-c3ccc4c(c3)NC(=O)CO4)cn2c1,153%[activator],-3%,453%[activator],-11%,-5%,4%
CCN(CC)CCN1C(=O)C(=O)/C(=C(/O)c2ccc(OC)c(OC)c2)C1c1ccccn1 (centres undefined),5%,12%,2%,2%,2%,-7%
Cc1cccc(-c2nc(Nc3ccc(O)cc3)c3ccccc3n2)c1,?,1%,0%,-3%,-6%,13µM*
CCc1ccc(CNC(=O)C2CCCN(S(=O)(=O)N3CC(C)CC(C)C3)C2)cc1 (centres undefined),?,-2%,66%[activator],0%,4%,6%
COc1cccc(C(=O)NCCCNC(=O)c2ccco2)c1,0%,-5%,9%,-13%,7%,21%
CC(=O)NS(=O)(=O)c1ccc(NC(=S)NC(=O)Cc2ccccc2)cc1,0%,-5%,6%,-4%,-4%,19%
O=C(Cc1ccc(F)cc1)N1CCN=C1SCc1ccc([N+](=O)[O-])cc1,?,-18%,?,2%,2%,?
COc1ccc(CN2CCN(c3ccccc3F)CC2)cc1O,/,12%,?,8%,2%,10%
Cc1ccnc(NC(=O)Cn2cc([N+](=O)[O-])cn2)c1,342%[activator],10%,21%,7%,-6%,12%
COc1ccc(C(=O)CSc2n[nH]c(C)n2)cc1[N+](=O)[O-],31%[activator][5.75 µM],4%,3%[5.75 µM],-14%,1%,-20%
Cc1ccc(SCc2cn3c(C)csc3n2)cc1,183%[activator],44%[activator],?,6%,?,-1%
CCCOP(=O)(c1ccc(N(C)C)cc1)C(O)c1ccncc1 (centres undefined),10%,-22%,-28%,-8%,6%,0%
CCN1/C(=C/C(=O)c2ccco2)Sc2ccccc21,0%,20µM*,32%[activator],3%,-2%,?
O=C(CSc1nc2ccccc2c(=O)n1-c1ccc(SC(F)F)cc1)Nc1ccc(N2CCOCC2)cc1,?,/,7%,-7%,-1%,-22%
Cc1[nH]c2ccccc2c1C(O)c1ccncc1 (centres undefined),4%,25µM*,0%,-3%,-2%,6%

# 11 entries from above, ordered by molar mass, smallest number first:
SMILES,Pf growth 48h,Sm TGR block,Pf growth 96h,TbPYK inhibitor,LmPK inhibitor,HCV inh
NNC(=S)NCCc1ccccc1,-6%,6%,?,-4%,-4%,-17%
Cc1[nH]c2ccccc2c1C(O)c1ccncc1 (centres undefined),4%,25µM*,0%,-3%,-2%,6%
Cc1ccc(SCc2cn3c(C)csc3n2)cc1,183%[activator],44%[activator],?,6%,?,-1%
Cc1ccc2nc(-c3ccc4c(c3)NC(=O)CO4)cn2c1,153%[activator],-3%,453%[activator],-11%,-5%,4%
CCNC(=S)N1CCN(S(=O)(=O)c2ccc(C)cc2)CC1,18%,16%,-12%,0%,8%,0%
Cc1ccccc1NC(=O)CSc1nnc(-c2ccco2)n1N,15%,-9%,5%,-18%,/,11%
O=C(Cc1ccc(F)cc1)N1CCN=C1SCc1ccc([N+](=O)[O-])cc1,?,-18%,?,2%,2%,?
CN(Cc1cccc(Cl)c1Cl)C(=O)c1ccc(NC(=O)CC#N)cc1,-27%,-7%,15µM*,-1%,1%,-9%
N=C1S/C(=C\c2cn[nH]c2-c2ccc(F)cc2)C(=O)N1c1ccccc1F,41%[activator],-8%,?,1%,3%,?
O=C(CCCOc1ccccc1)N1CCN(S(=O)(=O)c2ccccc2)CC1,-24%,5%,-7%,-5%,/,15%
CN(C)CCN(C(=O)c1ccc2c(c1)OCCO2)c1nc2cc3c(cc2s1)OCO3,-2%,-1%,5%,0%,5%,4%

# Screening data (PubChem BioAssay)
